Compound activity: PubChem BioAssay, several laboratories
NR2E3 ag-1 – activates human NR2E3 receptor | CHO-S Gal4-NCOR/VP16-NR2E3 two-hybrid, luciferase | inhibition of corepressor binding, % at 3.98 µM | actives 0.35% (n = 360,000) | AID 602229;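 active = inhibition above the mean of all tested compounds plus 3 SD, cut at about 70% in these data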;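 note: 0% = DMSO with NR2E3 transfected cells and 100% = cells lacking NR2E3 construct; higher means lower luciferase signal from less NR2E3 corepressor binding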
Target sequence (Q9Y5X4 whole entry, looked up, the tested form may be a part): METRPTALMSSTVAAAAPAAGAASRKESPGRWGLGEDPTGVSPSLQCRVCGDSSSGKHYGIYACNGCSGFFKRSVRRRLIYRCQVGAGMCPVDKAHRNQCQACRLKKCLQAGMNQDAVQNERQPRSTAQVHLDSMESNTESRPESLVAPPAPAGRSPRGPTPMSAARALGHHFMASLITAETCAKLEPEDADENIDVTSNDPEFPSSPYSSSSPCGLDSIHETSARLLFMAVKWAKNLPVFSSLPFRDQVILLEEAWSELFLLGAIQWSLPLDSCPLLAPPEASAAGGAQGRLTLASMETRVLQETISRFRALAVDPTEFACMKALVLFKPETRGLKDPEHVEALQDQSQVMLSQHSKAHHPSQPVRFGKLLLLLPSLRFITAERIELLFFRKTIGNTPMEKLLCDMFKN
Peg3 promoter – inhibitors of Peg3 promoter | HeLa PEG-Prom luciferase reporter, luminescence, overnight | inhibition, % at 20 µM | actives 1.7% (n = 360,000);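 active = inhibition of at least 50% at 20 µM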
TWEAK-Fn14 inh – blocks TWEAK-Fn14 interaction in a reporter cell assay; TWEAK-stimulated Fn14 reporter cells, luciferase luminescence, 8 h; AID 1159606; actives 2% (n = 360,000); inhibition, % at 10 µM; in the data active = inhibition above about 50%
CF NFkB block – cystic fibrosis NF-kB activation inhibition | KKLEB NF-kB-GFP reporter, PAF-induced, GFP fluorescence overnight | actives 0.86% (n = 360,000) | AID 588850 | inhibition, % at 5 µM;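 active = at least 50% inhibition at 5 µM, scaled per plate between neutral and stimulator controls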;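 note: PAF is a Pseudomonas aeruginosa culture filtrate used as stimulus; plate controls were PAF-stimulated DMSO wells for no effect and unstimulated DMSO wells for full effect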
TROY NFkB inh – blocks TROY-dependent signaling in reporter cells; AID 1347056; actives 0.98% (n = 360,000); inhibition, % at 10 µM; Q293 LMP1-TROYcd NF-kB luciferase reporter, 4 h;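 active = compounds whose plate-normalised and pattern-corrected inhibition of the luciferase reporter signal at the single screening dose is 50% or more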
NR2E3 ag-2 – NR2E3 (human) agonism. Q9Y5X4. AID 2300. actives 0.12% (n = 320,000). GST-NR2E3/biotin-RetCOR TR-FRET, 1536-well. inhibition of corepressor binding, % at 4.78 µM;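 active = percent inhibition above the cutoff of mean plus 3 SD of all tested compounds, set per screening campaign, cut at about 20% in these data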;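 note: 0% = DMSO wells and 100% = biotin wells as full block of FRET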
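Material: NR2E3–RetCOR corepressor complex | Quantity: 1.35 nM GST-tagged NR2E3 final | Schedule: 5 h at 4 °C | Replication: Singlicate compound wells | Reagent: RetCOR corepressor, biotinylated, 7 nM | Controls: Biotin wells as high control, 0.6% DMSO wells as low control | Signal: TR-FRET, Eu(K)-anti-GST donor, streptavidin-D2 acceptor, ex 340, em 617/671 nm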
TRPM1 prom inh – reduces MITF-dependent TRPM1 promoter luciferase signal; SK-MEL-5 TRPM1 promoter luciferase, 24 h; inhibition, % at 12.5 µM; actives 0.83% (n = 330,000); AID 488899;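 active = mean inhibition across replicates of 60% or more, whatever share of single replicates reaches that level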; note: values of inactives mirror those of a sister screen read the other way
Shn3 inh set2 – inhibitors of Schnurri-3 3'UTR reporter in osteoblasts. actives 0.52% (n = 360,000). Clone20 osteoblast Shn3 3'UTR firefly luciferase, 24 h. inhibition, % at 12.5 µM;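 active = mean inhibition of at least 75% with every replicate also reaching 75%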;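 note: 0% = median of neutral control wells and 100% = pilot-screen positive control compound; some compounds past the cut are filed as inactive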
HIF-2a block – HIF-2a inhibition. actives 0.72% (n = 360,000). AID 624352. 786-0 RCC cells HIF-2a reporter, luciferase luminescence, overnight. inhibition, % at 18.8 µM;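 active = inhibition of the luminescence signal of 40% or more relative to plate controls, in a single-dose primary screen at 18.75 µM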
TRAIL sens C8 – caspase-8 TRAIL sensitization | actives 1% (n = 360,000) | inhibition (viability loss, TRAIL sensitization), % at 10 µM | NB7+C8 cells + TRAIL, ATPlite viability luminescence;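 active = compounds causing at least 50% loss of cell viability in the single-dose screen, relative to plate controls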
KKLEB tox – reduces viability of KKLEB cystic fibrosis airway cells | KKLEB CF airway cells viability, ATPlite luminescence, overnight; active compounds read low; cells stimulated with P. aeruginosa culture filtrate | activity change (cytotoxicity), % at 5 µM | actives 0.36% (n = 360,000);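 active = corrected activity change at or below -50% at 5 µM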
Starred values were filed as active, the others as inactive; / = no result given. Some of the compounds tested; the hit share may differ from the screen's.

Field names: A = NR2E3 ag-1; B = Peg3 promoter; C = TWEAK-Fn14 inh; D = CF NFkB block; E = TROY NFkB inh; F = NR2E3 ag-2; G = TRPM1 prom inh; H = Shn3 inh set2; I = HIF-2a block; J = TRAIL sens C8; K = KKLEB tox
Cc1ccc(C)c(NC(=O)c2cc3c([nH]c4ccccc43)c(C)n2)c1
  A = 13; B = 9; C = -5; D = 2; E = 5; F = 5; G = -1; H = -2; I = -21; J = 0; K = -6

O=C(O)c1cccc(S(=O)(=O)Nc2ccc3c(c2)OCO3)c1
  A = 2; B = -29; C = -9; D = -8; E = -6; F = 0; G = -3; H = -3; I = -15; J = 5; K = -10

CCCC(CCC(=O)Nc1nccs1)C(=O)O (configuration not stated)
  A = -6; B = 21; C = -2; D = 20; E = 2; F = 2; G = -4; H = -8; I = 12; J = -4; K = -15

CC(=O)N1CCCC1C(=O)O (configuration not stated)
  A = -6; B = -1; C = -13; D = 4; E = -5; F = /; G = -5; H = -8; I = 4; J = 8; K = 8

CCC(=O)Nc1nc2ccccc2n1Cc1ccccc1Cl
  A = 14; B = 8; C = -45; D = -21; E = -3; F = -4; G = -5; H = -18; I = 25; J = 10; K = 7

COc1ccc(/C=N/Nc2nc(-c3cccnc3)nc3ccccc23)cc1OC
  A = 1; B = -1; C = 7; D = 64*; E = 9; F = 3; G = -17; H = -18; I = -94; J = 15; K = -1

Nc1cc(N)cc(C(=O)c2ccccc2)c1
  A = 1; B = -8; C = -8; D = -4; E = 5; F = /; G = /; H = -11; I = -11; J = 1; K = -4

O=C(Cc1ccccc1[N+](=O)[O-])NC1CC1
  A = -15; B = 2; C = 5; D = -15; E = 10; F = -1; G = 4; H = 5; I = 15; J = -3; K = -1

COc1cc(/C=C(\NC(C)=O)C(=O)NC(C)(C)C)ccc1OC(C)=O
  A = 1; B = 9; C = -6; D = -13; E = -10; F = -1; G = 2; H = -17; I = 12; J = -6; K = 12

Cc1cccc(NS(=O)(=O)c2ccc(C(=O)NCC(c3ccco3)N3CCCCC3)cc2)c1C (configuration not stated)
  A = 10; B = 6; C = 21; D = 11; E = 4; F = 6; G = 7; H = -19; I = 11; J = 29; K = -5

COc1ccc(CN(C)C(=O)c2cccc(S(=O)(=O)N3CCN(c4ccccc4)CC3)c2)c(OC)c1OC
  A = 54; B = 10; C = 30; D = 10; E = 34; F = 5; G = 43; H = 73; I = 15; J = -5; K = 2

COc1ccc(N(C)C(=O)Cc2c(C(=O)O)[nH]c3ccccc23)c(OC)c1
  A = 16; B = 8; C = 1; D = -3; E = 10; F = 2; G = 5; H = -6; I = 22; J = -5; K = 5

COc1ccc2c(c1OC)C(=O)N1C(C(=O)O)Cc3c([nH]c4ccccc34)C21 (configuration not stated)
  A = -34; B = 4; C = -15; D = -42; E = -59; F = 0; G = 17; H = -8; I = -10; J = -19; K = -3

Cn1nnnc1SCc1ccc(C(=O)Nc2nccs2)cc1
  A = -32; B = -130; C = -6; D = 5; E = -37; F = 1; G = -47; H = -7; I = -198; J = 23; K = 16

Cc1cc(=O)oc2cc(NC(=O)C(CCCN=C(N)N)NC(=O)OCc3ccccc3)ccc12 (configuration not stated)
  A = -8; B = 2; C = 2; D = 2; E = -6; F = /; G = -8; H = -13; I = 9; J = 4; K = 4

Cc1ccc(S(=O)(=O)NC(C(=O)OCC(=O)NC(=O)c2cccn2C)C(C)C)cc1 (configuration not stated)
  A = 8; B = 17; C = -7; D = -13; E = 7; F = 2; G = -1; H = 14; I = 2; J = -4; K = 5

CCC(Oc1ccccc1OC)C(=O)Nc1ccc2c(c1)OCO2 (configuration not stated)
  A = 17; B = -10; C = 6; D = -9; E = -7; F = -1; G = 5; H = 2; I = -23; J = -25; K = 1

Cc1cccc(Cn2cc(/C=C/[N+](=O)[O-])c3ccccc32)c1
  A = 5; B = 48; C = 18; D = 3; E = -2; F = -2; G = 19; H = -10; I = 36; J = -1; K = -5

Cc1ccc(S(=O)(=O)N2CCN(Cc3cc4c(cc3Br)OCCO4)CC2)cc1
  A = -10; B = 20; C = -11; D = -14; E = 5; F = 0; G = 1; H = -62; I = 0; J = -7; K = 7

Cc1cccc(C(=O)Oc2ccc(/C=N/O)cc2)c1
  A = -121; B = -304; C = -28; D = -4; E = -66; F = -1; G = -129; H = -97; I = -174; J = -6; K = -1

COC(=O)CCC(=O)Nc1cc(Cl)cc(Cl)c1
  A = 21; B = 23; C = 10; D = 0; E = -1; F = -1; G = 2; H = 3; I = 4; J = -4; K = 1

COc1ccc(CCNC(=O)COc2ccc(S(=O)(=O)N3CCOCC3)cc2)cc1OC
  A = -17; B = 3; C = 10; D = 10; E = 7; F = 1; G = -7; H = 0; I = 5; J = 14; K = 0

Copied from the list.
Under NR2E3 ag-2, `Cc1ccc(S(=O)(=O)N2CCN(Cc3cc4c(cc3Br)OCCO4)CC2)cc1` shows 0
Under Shn3 inh set2, `Cc1ccc(C)c(NC(=O)c2cc3c([nH]c4ccccc43)c(C)n2)c1` shows -2
Under TROY NFkB inh, `CCCC(CCC(=O)Nc1nccs1)C(=O)O` (configuration not stated) shows 2

Marked active in CF NFkB block, among the entries above:
SMILES	NR2E3 ag-1	Peg3 promoter	TWEAK-Fn14 inh	CF NFkB block	NR2E3 ag-2	TRPM1 prom inh	Shn3 inh set2	HIF-2a block
COc1ccc(/C=N/Nc2nc(-c3cccnc3)nc3ccccc23)cc1OC	1	-1	7	64*	3	-17	-18	-94

Entries above with four or more nitrogen atoms (3):
Field names: A = NR2E3 ag-1; B = Peg3 promoter; C = TWEAK-Fn14 inh; D = CF NFkB block; E = TROY NFkB inh; F = NR2E3 ag-2; G = TRPM1 prom inh; H = Shn3 inh set2; I = HIF-2a block; J = TRAIL sens C8; K = KKLEB tox
COc1ccc(/C=N/Nc2nc(-c3cccnc3)nc3ccccc23)cc1OC
  A = 1; B = -1; C = 7; D = 64*; E = 9; F = 3; G = -17; H = -18; I = -94; J = 15; K = -1

Cn1nnnc1SCc1ccc(C(=O)Nc2nccs2)cc1
  A = -32; B = -130; C = -6; D = 5; E = -37; F = 1; G = -47; H = -7; I = -198; J = 23; K = 16

Cc1cc(=O)oc2cc(NC(=O)C(CCCN=C(N)N)NC(=O)OCc3ccccc3)ccc12 (configuration not stated)
  A = -8; B = 2; C = 2; D = 2; E = -6; F = /; G = -8; H = -13; I = 9; J = 4; K = 4
